ULK1 primary – ULK1 kinase inhibitors, primary screen, biochemical, AlphaScreen. Serine/threonine-protein kinase ULK1 (Homo sapiens), O75385. AlphaScreen Atg13 phosphorylation by ULK1, luminescence. inhibition, % at 5.96 µM. hit rate 1.9% among 30,000; in the data active = inhibition above about 43%;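 note: 0% = median of compound wells and 100% = no enzyme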
ASK1 inh – ASK1 kinase inhibitors, primary screen, biochemical, AlphaScreen; AlphaScreen MKK6 phosphorylation by ASK1, luminescence; inhibition, % at 7.44 µM; hit rate 0.99% among 22,000; in the data active = inhibition above about 35%;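 note: 0% = median of compound wells and 100% = no enzyme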
Target sequence (Q99683 whole entry, looked up): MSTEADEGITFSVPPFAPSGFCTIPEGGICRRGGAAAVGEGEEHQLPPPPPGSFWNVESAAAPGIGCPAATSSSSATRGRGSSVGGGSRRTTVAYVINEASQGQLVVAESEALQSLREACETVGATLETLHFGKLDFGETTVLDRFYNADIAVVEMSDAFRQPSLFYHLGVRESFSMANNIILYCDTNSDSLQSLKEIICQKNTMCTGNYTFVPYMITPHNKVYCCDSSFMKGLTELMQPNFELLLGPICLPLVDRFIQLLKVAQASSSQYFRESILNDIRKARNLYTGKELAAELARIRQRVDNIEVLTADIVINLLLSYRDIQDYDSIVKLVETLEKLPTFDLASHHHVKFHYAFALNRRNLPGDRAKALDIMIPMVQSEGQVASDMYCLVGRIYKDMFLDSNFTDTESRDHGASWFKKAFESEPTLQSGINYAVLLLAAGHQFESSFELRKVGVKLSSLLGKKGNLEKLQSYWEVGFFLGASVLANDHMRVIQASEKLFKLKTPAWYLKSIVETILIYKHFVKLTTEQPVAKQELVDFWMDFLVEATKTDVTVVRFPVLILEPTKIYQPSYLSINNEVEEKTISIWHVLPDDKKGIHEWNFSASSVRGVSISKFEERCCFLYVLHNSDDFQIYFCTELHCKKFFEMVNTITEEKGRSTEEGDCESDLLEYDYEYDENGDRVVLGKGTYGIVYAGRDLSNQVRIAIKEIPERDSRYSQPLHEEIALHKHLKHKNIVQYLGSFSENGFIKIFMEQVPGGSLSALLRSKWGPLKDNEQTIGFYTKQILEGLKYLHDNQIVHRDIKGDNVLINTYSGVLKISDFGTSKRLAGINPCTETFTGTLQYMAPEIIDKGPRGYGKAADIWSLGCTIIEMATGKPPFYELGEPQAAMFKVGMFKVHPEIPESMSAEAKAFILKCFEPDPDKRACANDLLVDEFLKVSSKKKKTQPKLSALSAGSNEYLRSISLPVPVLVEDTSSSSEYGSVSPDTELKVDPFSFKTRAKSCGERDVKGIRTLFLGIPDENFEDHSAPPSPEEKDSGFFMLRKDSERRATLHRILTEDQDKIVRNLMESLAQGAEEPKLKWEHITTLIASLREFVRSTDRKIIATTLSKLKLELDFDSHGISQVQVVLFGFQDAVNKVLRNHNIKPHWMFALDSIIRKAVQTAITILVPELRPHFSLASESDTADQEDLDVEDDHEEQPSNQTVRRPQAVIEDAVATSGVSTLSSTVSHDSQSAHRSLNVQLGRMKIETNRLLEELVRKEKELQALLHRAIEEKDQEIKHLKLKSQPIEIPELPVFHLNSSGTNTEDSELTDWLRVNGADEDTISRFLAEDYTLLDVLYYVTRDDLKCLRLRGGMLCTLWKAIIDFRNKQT
* hit, by the source's call; · = no result given; & = joins results of further samples; ! = not confirmed by another sample.

SMILES	ULK1 primary	ASK1 inh
Cn1nccc1Nc1nc(NCCCN2CCCC2=O)c2ncn(Cc3ccc(C(F)(F)F)cc3)c2n1	1.9	2.0
O=C(NCCN1CCOCC1)c1cnc(Nc2cnccn2)s1	-0.8	4.1
CCCOc1ccc(/C=N/Nc2cc(Cl)nc(C)n2)c(O)c1	-31.3	·
O=C(COc1cccc2ccc(N3CCN(C(=O)c4ccco4)CC3)nc12)NCC1CCCO1 (stereo unspecified)	-1.4	·
Cc1noc(C)c1-c1nc(C(=O)NCc2nc3ccccc3[nH]2)cs1	20.0	-1.2
CCCS(=O)(=O)Nc1ccc(F)c(C(=O)c2c[nH]c3ncc(-c4ccc(Cl)cc4)cc23)c1F	-24.3	·
CCN(CC)c1nc(Nc2ccccc2)nc(Nc2nc3ccccc3n2C)n1	-8.6	-3.1
CNC(=O)c1ncsc1Nc1ccnc(Nc2ccc(N3CCOCC3)cc2)c1	1.3	16.1
COc1cc(OC)nc(Oc2ccccc2C(=O)NC(C)C)n1	6.7	·
CCCNc1cc(C)nc(NCc2ccc3c(c2)OCO3)n1	3.3	0.5
COc1ccc(-c2cccc(C(=O)NCc3ccccc3)n2)cc1	-10.0	-1.1
COc1ccc(CCNC(=O)c2ccc3nc(Nc4ccncn4)sc3c2)cc1	11.4	5.3
COc1ccc(-c2nc(NCCc3ccc(O)cc3)nc(OC)n2)cn1	-5.8	6.6
Cc1nn(C)c(C)c1-c1cccc(C(=O)Nc2ccc(Oc3ccccc3)cc2)n1	-26.4	-6.4
Nc1cccc(-c2nc(C(=O)NCCc3ccc(O)cc3)cs2)c1	5.7	12.0
CC(C)C(N)C(=O)O (stereo unspecified)	2.9	·
NC(=O)c1ccc(-c2nc(N)c3[nH]cnc3n2)cc1	2.6	13.2
NC(=O)c1ccc(-c2nc(NCCO)c3ncn(-c4ccsc4)c3n2)cc1	5.5	0.3
FC(F)(F)c1cccc(CNc2nc(Nc3ccc4ncccc4c3)nc3c2ncn3C2CCCCC2)c1	-8.0	6.9
CC(NC(=O)c1ccccc1Br)c1ccccc1 (stereo unspecified)	7.4	·
COc1ccc(CCNc2cc(C)nc(-c3cccs3)n2)cc1	-16.3	-9.9
C[C@]12CCC(=O)C=C1C=C[C@@H]1[C@@H]2CC[C@@]2(C)[C@H]1CC[C@@]21CCC(=O)O1	4.7	·
O=C(NCc1ccccc1)C1CCN(c2ccc(Nc3ccc4ncccc4c3)nn2)CC1	-8.0	-15.7
COC(=O)COc1ccc(S(=O)(=O)N2CCOCC2)cc1	17.4	·
CCCNc1nc(Cl)nc2c1ncn2Cc1ccc(C(F)(F)F)cc1	-30.7	-6.3
c1cc(-c2ccnc(Nc3ccc(N4CCOCC4)cc3)c2)[nH]n1	4.8	0.9
COc1cccc(CNC(=O)c2cnc3cc(-c4ccncc4)ccn23)c1	-2.6	-7.1
O=C(NCc1nc2ccncc2[nH]1)c1ccc(Cl)cc1Cl	3.0	-18.1
Cc1nn(C)c(C)c1-c1cc(C(=O)Nc2ccc(N3CCOCC3)cc2)ccn1	-1.0	5.2
Cc1ccc(C)c(NC(=O)C2CCCCN2S(=O)(=O)c2ccc(Cl)s2)c1 (stereo unspecified)	-26.0	·
COc1ccc(-c2nc(NCc3cccc(C(F)(F)F)c3)c3ncn(Cc4ccc(C(F)(F)F)cc4)c3n2)cn1	-26.6	-10.2
Cc1noc(C)c1-c1nc(NCCN2CCOCC2)c2ncn(-c3ccccc3)c2n1	5.1	0.7
O=C(NCc1cccc(C(F)(F)F)c1)c1ccc2nc(N3CCN(c4ccccn4)CC3)sc2c1	1.9	-9.1
CCCNc1nc(NCC)nc2c1ncn2-c1ccsc1	1.7	14.9
O=C(Nc1ccc(-c2cn[nH]c2)cc1)c1ccc2ccccc2c1	0.6	0.2
CC(=O)OCC(=O)[C@@]1(O)CC[C@H]2[C@@H]3CCC4=CC(=O)CC[C@]4(C)[C@H]3[C@@H](O)C[C@@]21C	1.6	·
C/C(CC(=O)NCc1ccco1)=N\NC(=O)C(=O)Nc1cccc(C)c1	0.8	·
OCC1CCCN1c1nccc(NC2CCN(Cc3ccccc3)CC2)n1 (stereo unspecified)	4.3	-6.8
COc1ccc(CNc2ccnc(-c3cccc(OC(F)(F)F)c3)n2)cc1	-38.4	-33.0
CC(C)(C)OC(=O)NCC(=O)N1CCC(Nc2ccnc(Nc3ccc(S(N)(=O)=O)cc3)n2)CC1	-4.8	-10.9
COc1ccc(CCNc2nc(Nc3ncccn3)nc3c2ncn3CCN2CCCC2=O)cc1	27.6	4.5
COc1ccc2c(c1)CC(C(=O)Nc1ccc(-c3cn[nH]c3C)cc1C(=O)N(C)C)CO2 (stereo unspecified)	-12.5	12.2
COc1ccc(CCNc2nc(Nc3ccc4ncccc4c3)nc3c2ncn3-c2ccccc2)cc1	2.7	4.8
CCC(Cc1c(I)cc(I)c(O)c1I)C(=O)O (stereo unspecified)	25.7	·
CC(=O)c1cccc(-c2nc(NCCc3ccc(O)cc3)c3ncn(-c4ccccc4)c3n2)c1	-36.9	10.1
O=C(Nc1nc(-c2ccncc2)cs1)C1Oc2ccccc2O1	6.8	-11.6
Cn1c(Nc2nc(NC3CC3)c3ncn(-c4ccsc4)c3n2)nc2ccccc21	-0.5	-14.0
COc1cc(Nc2cc(NCCO)nc(N)n2)cc(OC)c1OC	-20.7	-9.0
CC(C)n1c(-c2ccc(N3CCN(C)CC3)cc2)nc2c(NCc3ccccc3)ncnc21	6.2	7.2
O=C1CCCN1CCCNc1nc(Cl)nc2c1ncn2-c1ccccc1	0.8	-0.7
CC(=O)c1cccc(-c2nc(NCCO)c3ncn(C4CCCCC4)c3n2)c1	0.3	-1.9
c1ccc(CN2CCC(Nc3nc(Nc4ccc(N5CCOCC5)cc4)nc4c3ncn4-c3ccsc3)CC2)cc1	11.4	42.6*
O=C1CCCN1CCCNc1nc(-c2ccc(N3CCOCC3)nc2)nc2c1ncn2Cc1ccc(C(F)(F)F)cc1	-42.9	-10.3
COc1cc(Nc2nc(NCCN3CCOCC3)nc3c2ncn3Cc2ccc(C(F)(F)F)cc2)cc(OC)c1OC	-31.8	0.2
CCN(CC)c1nc(NCCN2CCOCC2)nc(Nc2ccc(C(F)(F)F)cc2)n1	-30.4	21.1
CC(=O)c1cccc(-c2nc(NCCCN3CCCC3=O)c3ncn(C(C)C)c3n2)c1	24.2	-3.7
c1ccc(CN2CCC(Nc3nc(NCCOc4ccccc4)c4ncn(-c5ccccc5)c4n3)CC2)cc1	8.4	1.8
Oc1ccc(CCNc2ccnc(NC3CCN(Cc4ccccc4)CC3)n2)cc1	0.5	6.0
Cc1noc(C)c1-c1cncc(C(N)=O)c1	-7.8	-6.1
O=C(Nc1ccc2[nH]ncc2c1)C1CCNC1 (stereo unspecified)	12.1	-9.1

Brought forward from above: 6 compounds, then new ones.
SMILES	ULK1 primary	ASK1 inh
CCN(CC)c1nc(NCCN2CCOCC2)nc(Nc2ccc(C(F)(F)F)cc2)n1	-30.4	21.1
CC(=O)c1cccc(-c2nc(NCCCN3CCCC3=O)c3ncn(C(C)C)c3n2)c1	24.2	-3.7
c1ccc(CN2CCC(Nc3nc(NCCOc4ccccc4)c4ncn(-c5ccccc5)c4n3)CC2)cc1	8.4	1.8
Oc1ccc(CCNc2ccnc(NC3CCN(Cc4ccccc4)CC3)n2)cc1	0.5	6.0
Cc1noc(C)c1-c1cncc(C(N)=O)c1	-7.8	-6.1
O=C(Nc1ccc2[nH]ncc2c1)C1CCNC1 (stereo unspecified)	12.1	-9.1
c1ccc(CN2CCC(Nc3nc(Nc4ccc5c(c4)OCO5)c4ncn(-c5ccsc5)c4n3)CC2)cc1	2.2	20.0
Cc1cc(NCc2nc3ccccc3[nH]2)nc(Nc2ccccc2)n1	-3.7	1.1
COc1nc(Nc2ccccc2)nc(-c2csc3ccccc23)n1	-5.1	-2.9
c1ccc(-n2cnc3c(NC4CC4)nc(N4CCC(N5CCOCC5)CC4)nc32)cc1	-1.6	9.8
COc1nc(Nc2cc(OC)c(OC)c(OC)c2)nc(-c2cccc(N)c2)n1	-9.4	5.7
Cc1cc(Nc2ncc(Cl)c(Nc3ccccc3C(N)=O)n2)ccc1N1CCOCC1	70.3*	-92.4
Cc1cnc(-c2c(C)noc2C)nc1NCc1cccc(C(F)(F)F)c1	-2.9	-19.7
CO/N=C(/C(=O)NC1C(=O)N2C(C(=O)O)=C(CSc3nnnn3C)CSC12)c1csc(N)n1 (stereo unspecified)	9.4	·
COc1ccc2c(c1)CC(C(=O)Nc1ccc(-c3cn[nH]c3)cc1OCCOCc1ccccc1)CO2 (stereo unspecified)	17.3	42.9*
NC(=O)c1ccc(-c2cc(NC3CC3)nc(N)n2)cc1	5.7	-6.1
Cc1cnc(-c2ccc(C(=O)N3CCN(C)CC3)cc2)nc1NC1CC1	-0.6	7.8
Nc1cccc(-c2nc3ncnc(Nc4ccc(N5CCOCC5)cc4)c3[nH]2)c1	6.0	36.1*
COc1cc2nc(Nc3ccc4ncccc4c3)nc(Nc3ccc4c(c3)OCO4)c2cc1OC	-104.3	-4.2
NC(=O)c1ccccc1Nc1cc(NC(=O)Cc2ccc3c(c2)OCO3)ncc1F	1.1	-34.1
COc1cc(-c2cn[nH]c2)cc2sc(C3COc4ccccc4C3)nc12 (stereo unspecified)	-48.8	6.8
COc1cc2nc(-c3c(C)nn(C)c3C)nc(NCCN(C(C)C)C(C)C)c2cc1OC	-11.6	-16.0
O=C1CCCN1CCn1cnc2c(NCCO)nc(Nc3ccc(-n4ccnc4)cc3)nc21	15.3	-4.8
CCN(CC)C(=O)C1CCCN(c2nccc(Nc3ccc(NC(C)=O)cc3)n2)C1 (stereo unspecified)	-5.8	-1.1
C/C=C1\NC(=O)[C@H]2CSSCCC=C[C@H](CC(=O)N[C@H](C(C)C)C(=O)N2)OC(=O)[C@H](C(C)C)NC1=O	-2.7	·
COc1ccc(-c2cccc3cnc(Nc4ccc(-n5cnc(C)n5)cc4)nc23)cn1	13.0	14.0
CCNc1cc(C(=O)NCc2ccccc2)ccn1	0.3	2.7
O=C(O)CCCC(=O)N(C1CC1)C1CCN(CCc2ccccc2)CC1	1.2	·
O=C(Nc1ccc2[nH]ncc2c1)C1CCN(C(=O)C(O)c2ccc(Cl)cc2)C1 (stereo unspecified)	7.3	-13.3
COc1ccc(-c2nc(Nc3cc(OC)c(OC)c(OC)c3)c3ncn(C4CCCCC4)c3n2)cn1	21.6	29.1

Not a retest: an excerpt of the list.
SMILES	ULK1 primary	ASK1 inh
COc1cc2nc(Nc3ccc4ncccc4c3)nc(Nc3ccc4c(c3)OCO4)c2cc1OC	-104.3	-4.2
NC(=O)c1ccccc1Nc1cc(NC(=O)Cc2ccc3c(c2)OCO3)ncc1F	1.1	-34.1
COc1cc(-c2cn[nH]c2)cc2sc(C3COc4ccccc4C3)nc12 (stereo unspecified)	-48.8	6.8
COc1cc2nc(-c3c(C)nn(C)c3C)nc(NCCN(C(C)C)C(C)C)c2cc1OC	-11.6	-16.0
O=C1CCCN1CCn1cnc2c(NCCO)nc(Nc3ccc(-n4ccnc4)cc3)nc21	15.3	-4.8

(cont.)
SMILES	ULK1 primary	ASK1 inh
COc1ccc(CCNc2nc(Nc3nccc4ccccc34)nc3c2ncn3C(C)C)cc1	-4.1	8.4
O=C1OC(C(O)CO)C(O)=C1O (stereo unspecified)	0.8	·
COc1cc(Nc2cc(Nc3cccnc3)ncn2)cc(OC)c1OC	15.8	-6.3
CN1CCN(c2cc(-c3cccnc3)nc(-c3ccccn3)n2)CC1	1.9	·
COc1cc(-c2cn[nH]c2)ccc1NC(=S)C1COc2ccccc2O1 (stereo unspecified)	-32.7	-4.2
CNC(=O)c1ccccc1Nc1cc(NC(=O)Cc2ccc(OC)cc2)ncc1C(F)(F)F	70.2*	0.8
CC(=O)c1cccc(-c2nc3c(NCCOc4ccccc4)ncnc3n2C(C)C)c1	-8.3	-15.3
Cc1ncc(-c2cc(OCCN(C)C)c(NC(=O)C3COc4ccccc4O3)cc2F)[nH]1 (stereo unspecified)	6.3	-0.6
COc1ccc2c(c1)CC(C(=O)Nc1ccc(-c3cn[nH]c3C)cc1OCC(N)=O)CO2 (stereo unspecified)	-2.3	-2.4
NS(=O)(=O)c1ccc(-c2cc(NC(=O)C(O)c3ccc(Cl)cc3)cc3cn[nH]c23)cc1 (stereo unspecified)	-34.2	-10.4
O=C(CSc1nnc2n1CCN2c1ccccc1)Nc1ccccc1	-3.4	·
COc1cc(Nc2ncc(C(=O)NC3CCN(Cc4ccccc4)CC3)s2)cc(OC)c1OC	1.5	9.4

Three structures out of the list, ordered by molar mass, high to low:
SMILES	ULK1 primary	ASK1 inh
O=C(Nc1nc(-c2ccncc2)cs1)C1Oc2ccccc2O1	6.8	-11.6
CCCNc1nc(NCC)nc2c1ncn2-c1ccsc1	1.7	14.9
NC(=O)c1ccc(-c2cc(NC3CC3)nc(N)n2)cc1	5.7	-6.1

Next section
SMILES	ULK1 primary	ASK1 inh
NC1CCC(C(=O)Nc2ccc3[nH]ncc3c2)CC1 (stereo unspecified)	55.1*!	14.3&-9.0
C/C(CC(=O)NCc1ccco1)=N\NC(=O)c1ccc([N+](=O)[O-])cc1Cl	-5.6	·
CC(=O)c1cccc(-c2nccc(Nc3ccccc3)n2)c1	-3.0	3.8
C=CCNC(=O)Cn1c(CO)cnc1SCc1c(F)cccc1Cl	-10.2	·
O=C(NCCc1cccs1)c1c[nH]c2cc(-c3cn[nH]c3)ccc12	-6.2	-8.8
COc1cccc(CNC(=O)c2cc3ccc(-c4cn[nH]c4C)cc3[nH]2)c1	-16.1	0.1
CC(=O)c1cccc(-c2nc(NCc3cccnc3)c3ncn(CCN4CCCC4=O)c3n2)c1	16.4	-13.8
O=C1CCCN1CCn1cnc2c(NCCc3ccc(O)cc3)nc(N3CCC(N4CCOCC4)CC3)nc21	4.1	2.5
COc1ccc(C2=C/C(=C/c3ccco3)C(=O)O2)cc1OC	33.5	·
